Assay outcomes deposited in PubChem by several laboratories.
Cl transport mod = modulators of human KCC2 chloride dependent transport. KCC2 cells, thallium flux FluoZin-2 fluorescence. Q9H2X9. 2.2% of 190,000 active. B-score of Tl+ flux slope (higher = more flux/activation; lower = inhibition) at 10 µM. AID 1456;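 active = thallium flux slope and its plate-corrected score both differing from the plate sample mean at a set confidence after two filtering rounds, in either direction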;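 also: slope of fluorescence scaled to starting intensity during 10 to 20 s after thallium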
14-3-3 Bad PPI = disrupts binding of bovine 14-3-3 zeta to phospho-Bad peptide. P63103. TR-FRET 14-3-3zeta/Dy647-pBad peptide displacement, 1 h. inhibition, % at 21.7 µM. 0.71% of 220,000 active. AID 781;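 active = inhibition above about 70%, limit read from the data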;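 also: 0% = full 14-3-3 plus peptide FRET controls and 100% = background without 14-3-3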
Target sequence (P63103 whole entry, looked up): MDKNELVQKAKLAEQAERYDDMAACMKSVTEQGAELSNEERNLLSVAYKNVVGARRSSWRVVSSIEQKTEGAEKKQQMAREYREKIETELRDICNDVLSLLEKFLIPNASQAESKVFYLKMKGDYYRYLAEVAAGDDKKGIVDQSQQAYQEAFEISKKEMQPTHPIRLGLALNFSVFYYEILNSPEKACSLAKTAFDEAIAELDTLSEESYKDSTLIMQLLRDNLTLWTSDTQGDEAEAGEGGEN
Rad51 HR inh = Rad51 (human) homologous recombination inhibition. hRad51 DNA strand exchange, fluorescence dequenching. Q06609. inhibition, % at 10 µM. 0.085% of 200,000 active;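 active = inhibition above 40% at the single screening dose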;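 also: 0% = DMSO control wells and 100% = blanks with heterologous ssDNA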
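material = hRad51 filaments on single-stranded DNA | timing = filaments 15 min 37 °C, then compound 30 min | signal = FRET fluorescence dequenching, excitation 485 nm, emission 520 nm | benchmarks = control wells and blank wells on each plate | evaluation = percent inhibition relative to plate controls and blanks | compound = 10 µM final, single point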
KLK5 inh = inhibitors of human kallikrein 5; Q9Y337; recombinant hK5, fluorogenic AMC substrate cleavage; inhibition, % at 5 µM; 0.59% of 210,000 active; AID 873;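 active = inhibition of 40% or more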;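 also: 0% = enzyme controls without compound and 100% = no-enzyme blanks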
Target sequence (Q9Y337 67-293 limits assumed): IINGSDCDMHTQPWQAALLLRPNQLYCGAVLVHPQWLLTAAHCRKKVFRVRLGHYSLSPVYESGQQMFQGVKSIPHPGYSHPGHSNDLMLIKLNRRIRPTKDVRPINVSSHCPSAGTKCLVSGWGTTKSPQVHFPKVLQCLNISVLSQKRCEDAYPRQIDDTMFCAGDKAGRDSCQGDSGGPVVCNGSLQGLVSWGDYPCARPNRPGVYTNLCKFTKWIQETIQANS
thrombin 1536 = thrombin (human) inhibition | AID 1046 | alpha-thrombin, Boc-VPR-AMC fluorogenic substrate cleavage | inhibition, % at 5 µM | P00734 | 0.26% of 220,000 active;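 active = inhibition at or above 40%; inactive = inhibition below 40%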;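 also: 0% = enzyme with no compound and 100% = wells without enzyme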
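Material: Human alpha-thrombin protein | Buffer or medium: pH 7.5 Tris-saline with Tween 20 | Reagent: Boc-VPR-AMC substrate, 15 µM final | Schedule: Reaction at ambient temperature | Detection: AMC fluorescence at 355 nm excitation and 460 nm emission | Evaluation: Percent inhibition scaled between no-compound controls and no-enzyme blanks | Controls: no-compound enzyme wells and no-enzyme blanks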
EBV gp42 block = EBV gp42 inhibition; 0.42% of 220,000 active; inhibition, % (tested at 21.74 µM); Fluorescence polarization binding assay, mP read-out; in the data active = inhibition above about 50%
Target sequence (Q1HVG2 whole entry, looked up): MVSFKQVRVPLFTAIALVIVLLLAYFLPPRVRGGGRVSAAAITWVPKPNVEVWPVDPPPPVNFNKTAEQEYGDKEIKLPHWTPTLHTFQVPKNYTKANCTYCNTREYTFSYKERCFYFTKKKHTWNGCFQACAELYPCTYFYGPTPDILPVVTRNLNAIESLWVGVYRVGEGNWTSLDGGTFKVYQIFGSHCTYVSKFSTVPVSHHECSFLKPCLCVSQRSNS
Furin inhibitor = blocks human furin protease activity | P09958 | purified furin, fluorogenic substrate cleavage | inhibition, % at 30 µM | 0.061% of 220,000 active | AID 463115; in the data active = inhibition above about 25%; also: inactives centre near -15
eIF4E-4G inh = eIF4E/eIF4G interaction inhibition in translation initiation; TR-FRET eIF4E-eIF4GI(517-606) binding, 2 h; inhibition, % at 21.7 µM; 0.37% of 220,000 active; AID 782;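 also: 0% = full FRET control wells and 100% = background wells lacking eIF4GI fragment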
p47phox inh = inhibitors of human p47phox binding; p47phox/p22phox peptide binding, fluorescence polarization, 2 h; inhibition, % at 24.7 µM; 0.53% of 220,000 active;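 also: 0% = p47phox with labelled peptide and 100% = labelled peptide alone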
* hit, by the source's call; x = no result given; [ ] = dose if it differs, or a comment.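 The calls were made as follows, unless noted: active = inhibition above about 30% (limit read from the data); inactive = the rest.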

nr	structure	Cl transport mod	14-3-3 Bad PPI	Rad51 HR inh	KLK5 inh	thrombin 1536	EBV gp42 block	Furin inhibitor	eIF4E-4G inh	p47phox inh
1	CC(O)CC(C(=O)NNc1ccccc1)C(=O)NNc1ccccc1 (stereo not drawn)	-0.017	-9	4	4	-1	4	-28	-2	-1
2	Cc1ccc(SCCC(=O)NC(C(C)C)C(C)C)cc1	-2.6	-7	2	-17	-2	-4	3	-6	-7
3	CC(NC(=O)c1cccnc1)C(=O)O (stereo not drawn)	2.8	2	7	-8	4	-5	-16	0	-5
4	COc1cc(Cl)c(C)cc1NC(=O)CSc1nc2ccccc2o1	-1.3	-6	0	2	-7	-4	-16[20 µM]	-2	-31
5	COC(c1ccccc1)c1nnc(CCC(=O)N(C)CCOc2ccccc2)o1 (stereo not drawn)	0.68	6	x	15	-1	1	-5	0	3
6	Cc1c(NC(=O)c2cnn3c2NC(c2ccc(Br)cc2)CC3C(F)(F)F)c(=O)n(-c2ccccc2)n1C (stereo not drawn)	x	-3	-7	-1	2	-23	-13[20 µM]	4	5
7	CCn1c(CN2CCN(C(=O)c3ccco3)CC2)nc2c1c(=O)n(C)c(=O)n2C	x	6	-4	-1	-8	7	-13	1[fluorescence artefact?]	1
8	COc1ccc(Nc2nc(-c3cc4cccc(OC)c4oc3=O)cs2)cc1	-0.1	17[fluorescence artefact?]	21	-4	-2	-6	11	-6[fluorescence artefact?]	-2
9	O=C(NCC(=O)N1CCCCC1)c1ccc(Cl)cc1Cl	0.076	9	8	2	1	-28	-8[20 µM]	-2	-13
10	COc1ccc(N2C(=O)CSC23C(=O)N2c4c(cccc43)C(C)=CC2(C)C)cc1 (stereo not drawn)	x	10	2	3	1	2	-14[20 µM]	9	-1
11	Cc1n(C)c2cc(Cl)ccc2[n+]1Cc1ccccc1	-0.084	31	6	10	-12	-14	-1	8	-5
12	CCN(CCCCCN(C)C)Cc1cc2ccccc2o1	0.87	1	8	-17	2	-8	-14	-3	-3
13	Fc1cccc(Cl)c1Cn1nnc(-c2ccc3c(c2)OCO3)n1	-0.034	33[fluorescence artefact?]	-7	-9	1	-3	-15[20 µM]	-3	0
14	CCN1CCCC1CNC(=O)c1cc2c(-c3ccc(Cl)cc3)nn(C)c2s1 (stereo not drawn)	x	8	1	-2	-1	-20	-19	-6	-44
15	CC(C)OC(=O)NC(Nc1ccccc1C(=O)O)(C(F)(F)F)C(F)(F)F	0.46	-8	1	-4	-4	-1	-19	4	-6
16	COc1cccc(C2CCCN2Cc2nc(-c3cnccn3)no2)c1 (stereo not drawn)	-0.15	-11	4	-1	-3	-9	-33	-4	-4
17	O=C(c1cccc(Br)c1)N1CCN(c2cnn(-c3ccccc3)c(=O)c2Cl)CC1	1.5	-8	3	-12	5	-17	-10	-1	-1
18	COc1ccc(C2/C(=C(/O)c3ccccc3)C(=O)C(=O)N2CCN2CCOCC2)c(OC)c1 (stereo not drawn)	x	22	0	22	-7	0	-6	8	-15
19	COc1ccc(/C=N/NC(=O)c2cc(C(C)(C)C)[nH]n2)cc1COc1ccc(F)cc1F	-0.41	-4	x	-2	-8	8	-14	-3	5
20	O=c1c2cnn(-c3ccccc3)c2nnn1Cc1ccccn1	0.82	-9[fluorescence artefact?]	6	-18	2	-9	-8[20 µM]	-11[fluorescence artefact?]	-17

Four of the entries above in order of the Furin inhibitor value, falling:
nr	mol	Cl transport mod	14-3-3 Bad PPI	Rad51 HR inh	KLK5 inh	thrombin 1536	EBV gp42 block	Furin inhibitor	eIF4E-4G inh	p47phox inh
18	COc1ccc(C2/C(=C(/O)c3ccccc3)C(=O)C(=O)N2CCN2CCOCC2)c(OC)c1 (stereo not drawn)	x	22	0	22	-7	0	-6	8	-15
7	CCn1c(CN2CCN(C(=O)c3ccco3)CC2)nc2c1c(=O)n(C)c(=O)n2C	x	6	-4	-1	-8	7	-13	1[fluorescence artefact?]	1
12	CCN(CCCCCN(C)C)Cc1cc2ccccc2o1	0.87	1	8	-17	2	-8	-14	-3	-3
15	CC(C)OC(=O)NC(Nc1ccccc1C(=O)O)(C(F)(F)F)C(F)(F)F	0.46	-8	1	-4	-4	-1	-19	4	-6

(next part)
nr	structure	Cl transport mod	14-3-3 Bad PPI	Rad51 HR inh	KLK5 inh	thrombin 1536	EBV gp42 block	Furin inhibitor	eIF4E-4G inh	p47phox inh
21	CCOC(=O)c1sc(NC(=O)C(OC(C)=O)c2ccccc2)nc1C (stereo not drawn)	0.35	1[fluorescence artefact?]	-3	-10	-13	15	-5	0	-3
22	COc1ccc(OC)c(/C(O)=C/C(=O)C(=O)Nc2cc(C)ccc2OC)c1	4*	18	-3	-12	-5	-16	-15[20 µM]	-9	-18
23	N/C(=N\OC(=O)CC(c1ccccc1)c1ccccc1)c1cccnc1	-0.046	-5	28	-7	0	3	-12	2	-5
24	CC(=O)N1CC=CC1(CC(C)C)C(=O)NCCN1CCOCC1 (stereo not drawn)	-0.057	-2[fluorescence artefact?]	0	-4	-1	-8	-20	1	6
25	O=C(COC(=O)CNC(=O)C12CC3CC(CC(C3)C1)C2)Nc1ccccc1	-2.5	7	-2	2	-4	5	-8[20 µM]	0	-9
26	O=C1C(Cl)=C(NCC2CCCO2)C(=O)N1CCc1ccccc1 (stereo not drawn)	-2.1	-11	1	1	0	-3	-9[20 µM]	-7	-2
27	CSc1ccccc1NC(=O)C(=O)c1c[nH]c2ccccc12	0.13	-1	x	16	-1	13	-25	2	x
28	Cn1c2c(c(=O)n(C)c1=O)CN(CCCN1CCOCC1)CN2	x	-10	-7	0	-3	-13	-3[20 µM]	-9	-12
29	CCOc1ccc(S(=O)(=O)NN2Cc3ccccc3C2=N)cc1	0.23	3	-32	-4	3	-4	-29	-1	-1
30	Cc1ccc(S(=O)(=O)Nc2ccc(S(=O)(=O)Nc3cc(C)nc(C)n3)cc2)cc1	0.53	4	-1	-1	x	-7	-10	0	0
31	COc1ccc(OC(C)C(=O)NCc2cccnc2)cc1 (stereo not drawn)	1.2	-4	-5	-12	2	-14	-17[20 µM]	-7	-14
32	O=C(COC(=O)CC1CC2CCC1C2)Nc1cc([N+](=O)[O-])ccc1F (stereo not drawn)	-0.03	-13	-3	13	-3	3	-19	-1	4
33	COc1ccc(NC(=O)COc2ccccc2)c(OC)c1	-1.1	15	5	2	4	5	-10[20 µM]	-1	4
34	N/C(=N\OC(=O)c1cccc(Cl)c1)c1ccncc1	-0.044	0	1	26	7	-9	-7	4	0
35	Cc1ccc(C(=O)N2CCN(c3ccc(NC(=O)c4ccc(Br)o4)cc3)CC2)cc1	-0.63	-5	-1	4	0	6	-9[20 µM]	-1	-51
36	COc1ccc(Cl)cc1NC(=O)NC(C)C(C)(C)C (stereo not drawn)	-1.9	1	x	x	-2	-8	-33	0	-1
37	COc1ccc(/C=C/C(=O)c2ccccc2)cc1COc1ccc(F)cc1	1.7	7	5	21	0	-2	-6[20 µM]	6	1
38	CCOC(=O)C1C(=O)C=C(c2ccc(Br)cc2)CC1c1ccco1 (stereo not drawn)	-0.88	-5	2	0	-2	-13	-31[20 µM]	-6	-9
39	Cc1cccc(C2c3[nH]c4ccccc4c3CCN2Cc2cnn(-c3ccc(F)cc3)c2)n1 (stereo not drawn)	x	-3	14	1	-12	-24	-23	1	-25
40	N#C/C(=C1/C(=O)Nc2ccc(Br)cc21)c1ccccn1	0.35	-11	-3	-1	-7	5	-23	1	1

2 records picked at random from those above, as already listed:
nr	structure	Cl transport mod	14-3-3 Bad PPI	Rad51 HR inh	KLK5 inh	thrombin 1536	EBV gp42 block	Furin inhibitor	eIF4E-4G inh	p47phox inh
22	COc1ccc(OC)c(/C(O)=C/C(=O)C(=O)Nc2cc(C)ccc2OC)c1	4*	18	-3	-12	-5	-16	-15[20 µM]	-9	-18
19	COc1ccc(/C=N/NC(=O)c2cc(C(C)(C)C)[nH]n2)cc1COc1ccc(F)cc1F	-0.41	-4	x	-2	-8	8	-14	-3	5

Later entries
nr	structure	Cl transport mod	14-3-3 Bad PPI	Rad51 HR inh	KLK5 inh	thrombin 1536	EBV gp42 block	Furin inhibitor	eIF4E-4G inh	p47phox inh
41	NC(=O)CSc1nc2ccccc2n1-c1ccccc1	-0.35	-10	-7	-2	4	-5	-9[20 µM]	3	-1
42	COc1ccccc1CNC(=S)NCCc1ccccc1	-2.2	-24	-2	-15	-8	3	-11	-2	-8
43	CCOC(=O)C1CCN(c2c(Nc3ccc(C)c(C)c3)c(=O)c2=O)CC1	0.036	1	-3	1	-1	-20	-6	3	-9
44	CC(=O)Oc1ccccc1-n1c(C)nc(=O)c(-c2ccccc2)c1C	-1.5	1	0	2	-1	-21	-21	-6	3
45	NC(=S)NC1CC2CC1C1C=CCC21 (stereo not drawn)	0.83	-6	11	0	1	-7	-15	-2	4
46	O=C(COc1ccccc1)NCc1nnc(SCC(=O)Nc2nccs2)n1-c1ccccc1	-0.097	-2	1	-28	-1	-1	-27	0	-22
47	O=C(Cn1cnc2ccccc2c1=O)Nc1ccc(S(=O)(=O)N2CCOCC2)cc1	-0.37	-2	-11	0	-7	-8	-20	1	-5
48	CCN1/C(=C2\C(=O)N(C)C(=S)N2C)C=Cc2ccccc21	0.57	-13[fluorescence artefact?]	7	1	3	-13	-11	-5[fluorescence artefact?]	-13
49	S=C(NCC1CCCO1)Nc1cc(Cl)c(Cl)cc1Cl (stereo not drawn)	3.4	-13	-4	4	4	4	-8	1	-9
50	c1cncc(-c2nnc3n2N=C(c2cccs2)CS3)c1	x	15[fluorescence artefact?]	0	-16	-11	-17	-16[20 µM]	1	1
51	COc1ccccc1/C=C/C(=O)Nc1nc(N)n(-c2ccccc2)n1	-0.29	-14	x	5	-3	-11	-9	0	-11
52	CN1C(=O)CC(n2c(CO)nc3ccccc32)C1=O (stereo not drawn)	0.0027	-2	19	31	1	-26	-21[20 µM]	4	-10
53	CCC(=O)N1c2ccc(S(=O)(=O)CCC(=O)NCCC3=CCCCC3)cc2CC1C (stereo not drawn)	x	4	1	2	-8	1	-18	3	-6
54	CCn1cc(CNC(=O)/C=C/c2ccc([N+](=O)[O-])cc2)c(C)n1	x	2	-4	-15	-3	2	-17[20 µM]	7	-4
55	NC(=O)c1ccc(NC(=S)NCc2ccco2)cc1	-0.73	-13	-1	2	-8	-9	-19	0	-7

Outcome played no part in choosing rows; about 4.7% have a hit in one of these screens.
